IEC-6 cytotox: kills IEC-6 intestinal cells in KLF5 counter-screen | IEC-6 cytotoxicity, luminescence viability | inhibition, % at 5 µM | hit rate 0.78% among 290,000 | AID 1825; in the data active = inhibition above about 22%;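 also: 0% = plate median of test compound wells and 100% = cytotoxic reference compound wells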
MrgX1 antag: antagonists of human MrgX1 receptor; hit rate 1.3% among 310,000; B-score at 10 µM; Q96LB2; AID 588676; MRGX1-HEK293 calcium flux, Fluo-4, BAM8-22 antagonism; hits give low values;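 active = calcium-response B-score plate-corrected more than 3 library SD below zero, starting fluorescence within 5 deviations, no agonist response on first addition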;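 also: peak minus trough fluorescence over baseline after final BAM8-22 challenge near maximal dose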
TRPC4 potent: TRPC4 (mouse) allosteric potentiation. Q9QUQ5. HEK293 TRPC4beta/mu-opioid, DAMGO EC20, Fluo-4 Ca2+ flux; hits give high values. B-score at 10 µM. hit rate 0.42% among 310,000. AID 2227;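 active = B-score of calcium response area above 5 SD of library B-scores, with initial fluorescence ratio within 5 SD of library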;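 also: B-score of integrated fluorescence ratio over time as area under calcium response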
HIF act: HIF pathway transcriptional activation; U2OS HRE-luciferase reporter, luminescence; normalized: DMSO 0%, desferrioxamine 100%; activation, % at 7.5 µM (by protocol); hit rate 0.32% among 300,000; AID 1910;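 active = mean activation of at least 10% of the iron chelator positive control signal, with at least half of replicates also reaching 10%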
aSyn UTR inh: 5' untranslated region of α-synuclein, MLPCN primary screen; alpha-synuclein 5'UTR reporter, inhibitor activity; inhibition, % (tested at 7.5 µM); hit rate 0.82% among 300,000; AID 1813; in the data active = inhibition above about 60%;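 also: H4 neuroglioblastoma cells stably carrying SNCA 5'UTR luciferase fusion; 0% = DMSO wells and 100% = positive control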
KLF5 inh: kruppel-like factor 5 inhibition; DLD-1 KLF5 promoter-luciferase reporter, luminescence; inhibition, % at 5 µM; hit rate 0.23% among 290,000;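 active = inhibition above a per-plate limit of that plate's mean compound inhibition plus 3 SD, cut at about 60% in these data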;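 also: 0% = DMSO wells and 100% = LY294002 at 200 µM; higher means less KLF5 promoter-driven luciferase light; inactives centre near -14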
TRPC6 activator: activates the mouse TRPC6 cation channel; hit rate 0.13% among 310,000; Q61143; B-score at 10 µM; HEK293-TRPC6 membrane potential dye fluorescence; hits give high values;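 active = B-score of the integrated fluorescence ratio above library mean plus 3 SD, and starting fluorescence ratio within library mean plus 5 SD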;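 also: higher score means more depolarization so channel activation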
Target sequence (Q61143 whole entry, looked up): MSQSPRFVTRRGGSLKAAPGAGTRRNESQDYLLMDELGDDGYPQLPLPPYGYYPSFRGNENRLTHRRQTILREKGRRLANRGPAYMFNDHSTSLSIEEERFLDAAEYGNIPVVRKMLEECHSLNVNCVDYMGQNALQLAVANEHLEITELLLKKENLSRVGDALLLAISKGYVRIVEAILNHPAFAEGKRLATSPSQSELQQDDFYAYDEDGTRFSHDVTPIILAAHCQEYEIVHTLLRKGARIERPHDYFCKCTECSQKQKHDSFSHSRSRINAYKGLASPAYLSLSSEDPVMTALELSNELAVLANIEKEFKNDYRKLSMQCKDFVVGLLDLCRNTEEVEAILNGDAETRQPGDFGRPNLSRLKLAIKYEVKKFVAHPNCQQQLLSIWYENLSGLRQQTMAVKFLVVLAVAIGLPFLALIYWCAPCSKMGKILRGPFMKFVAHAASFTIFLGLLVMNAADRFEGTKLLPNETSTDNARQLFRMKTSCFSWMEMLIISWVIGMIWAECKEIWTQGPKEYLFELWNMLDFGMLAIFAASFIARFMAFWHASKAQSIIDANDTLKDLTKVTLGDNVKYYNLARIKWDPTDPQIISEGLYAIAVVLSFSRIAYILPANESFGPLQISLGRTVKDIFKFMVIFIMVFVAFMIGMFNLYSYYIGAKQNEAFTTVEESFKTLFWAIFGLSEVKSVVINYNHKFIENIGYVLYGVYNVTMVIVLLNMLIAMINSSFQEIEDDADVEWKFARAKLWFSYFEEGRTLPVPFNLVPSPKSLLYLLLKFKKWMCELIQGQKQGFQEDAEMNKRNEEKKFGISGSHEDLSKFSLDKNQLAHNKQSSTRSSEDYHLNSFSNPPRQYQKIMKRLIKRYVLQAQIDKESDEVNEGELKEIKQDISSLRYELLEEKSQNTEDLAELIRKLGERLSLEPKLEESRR
TRPC6 inhibitor: inhibitors of mouse TRPC6 channel. HEK293-TRPC6, membrane potential dye, ACh-evoked depolarization; hits give low values. B-score at 10 µM. hit rate 1.1% among 310,000;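 active = B-score under library mean minus 3 SD, initial fluorescence not abnormally high, positive integrated signal ratio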;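 also: B-score derived from integrated fluorescence ratio over the kinetic read; more negative B-score means stronger inhibition of depolarization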
SKKanGAS inh: SKKanGAS growth inhibition; S. pyogenes SKKanGAS, kanamycin growth, BacTiter-Glo, 6 h; inhibition, % at 7.5 µM; hit rate 1.3% among 300,000;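 active = mean replicate score, as percent of positive control median, at least 50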;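 also: strain carries kanamycin resistance gene driven by streptokinase promoter and grows in 40 µg/ml kanamycin; loss of luminescence reflects streptokinase promoter inhibition or plain growth inhibition; 0% = median of DMSO wells and 100% = positive control at its reference dose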
TRPC4 agonist: activators of mouse TRPC4 channel; Q9QUQ5; HEK293 TRPC4beta/mu-opioid, Fluo4 calcium fluorescence; hits give high values; B-score at 10 µM; hit rate 0.49% among 310,000; AID 2237;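 active = B-score above 5 SD of library B-scores, and initial fluorescence ratio not above library mean plus 5 SD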;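 also: positive B-score marks a calcium rise read as TRPC4 activation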
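Material: TRPC4beta and mu-opioid receptor HEK293 stable cells | Incubation: 45 min room-temperature Fluo4 loading, 110 s read | Detection: Kinetic Fluo4 calcium fluorescence | Measure: Integrated baseline-normalised fluorescence ratio, converted to per-well B score | Benchmarks: Low control buffer alone, high control maximal DAMGO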
TRPC4 block: inhibitors of mouse TRPC4 channel. Q9QUQ5. HEK293 TRPC4beta/mu-opioid, DAMGO-evoked Fluo4 calcium flux; hits give low values. B-score at 10 µM. hit rate 0.39% among 300,000. AID 2247;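 active = B-score over 3 SD under the library average, no early fluorescence shift, positive overall ratio signal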
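Assay system: HEK293 cells with stable TRPC4beta plus mu-opioid receptor expression. Dosing: single dose. Measured by: Fluo4 Ca2+ flux fluorescence. Also added: DAMGO in two steps, submaximal then maximal. Read-out: B score from integrated Fluo4 fluorescence ratio.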
The depositor's hits bear a star; i = inactive; / = no result given.

Structure	TRPC6 inhibitor	HIF act	aSyn UTR inh	TRPC4 block	MrgX1 antag	IEC-6 cytotox	SKKanGAS inh	TRPC6 activator	TRPC4 agonist	TRPC4 potent	KLF5 inh
CCCc1nc(SC)[nH]c(=O)c1C	i	0.3	-2	i	i	0	0	i	i	i	15
CCOc1cccc(-n2nnnc2-c2ccc(OC)cc2)c1	i	0.4	54	i	i	58*	-1	i	i	i	43
Cc1cc(=O)[nH]c(SC(C)C(=O)Nc2cccc3ccccc23)n1 (stereo not drawn)	i	0.2	7	i	i	4	-1	i	i	i	9
Cc1ccsc1/C=N/NC(=O)Cc1ccc([N+](=O)[O-])cc1	i	-0.7	45	i	i	/	-3	i	i	i	/
COc1cc(N)c(Cc2nccc3cc(OC)c(OC)cc23)cc1OC	i	0.1	23	i	i	-3	1	i	i	i	-66
COC(=O)C1CCN(c2cc(=O)n(C3CCCCC3)c(=O)[nH]2)CC1	i	-0.5	-10	i	i	-5	-8	i	i	i	-18
O=C(CSc1nc(=O)n(CCN2CCOCC2)c2c1CCCC2)Nc1ccc([N+](=O)[O-])cc1	i	0.0	10	i	i	/	-1	i	i	i	/
Cc1ccc(C(=O)N2CC(=O)Nc3ccc(C)cc3C2c2ccccc2)cc1 (stereo not drawn)	i	0.2	16	i	/	2	-8	i	i	i	-25
Cc1ccc(NC(=O)c2nc(S(=O)(=O)Cc3ccccc3C)ncc2Cl)cc1C	i	-1.6	39	i	i	31*	68*	i	i	i	6
Cn1c(=O)c2cc(S(=O)(=O)NC(Cc3ccccc3)C(=O)NCC3CCCO3)ccc2n(C)c1=O (stereo not drawn)	i	0.0	15	i	i	6	-1	i	i	i	-8
Cc1cccc[n+]1CC(=O)c1ccccc1	i	-2.2	-2	i	i	-6	-1	i	i	i	-23
CCOC(=O)c1c(NC(=O)CSc2nnc(-c3ccccc3C)n2C)sc(C(C)=O)c1C	i	0.0	-14	i	i	-5	23	i	i	i	-4
O=C(Cn1c(CN2CCCCC2)nc2ccccc2c1=O)NC1CCCCC1	i	0.0	-9	i	i	3	-13	i	i	i	-11
Cc1cc(C(F)F)nn1CC(=O)NCc1ccccc1F	i	-0.1	-1	i	i	-15	-5	i	i	i	-20
COc1ccc(C(=O)N(Cc2ccccc2)Cc2cc3cc4c(cc3[nH]c2=O)OCCO4)cc1	i	0.6	6	i	i	2	9	i	i	i	-18
O=C(O)COc1ccccc1/C=N/NC(=O)CN1CCN(S(=O)(=O)c2ccc(Br)cc2)CC1	i	0.0	-2	i	i	-1	-9	i	i	i	-4
COc1ccc2c(c1)CCC/C2=N/OC(=O)c1ccccc1OC	i	0.5	-25	i	i	1	-4	i	i	i	3
CN(c1ccccc1N(C)S(=O)(=O)c1ccccc1)S(=O)(=O)c1ccccc1	i	-4.4	38	i	i	8	3	i	i	i	-19
CC(C)(C)C1=C(C#N)C(c2cccnc2)C(C#N)=C(N)O1 (stereo not drawn)	i	0.0	-7	i	i	-5	6	i	i	i	-19
COc1ccc(C)cc1N(C(=O)c1snc(C(N)=O)c1N)C(C(=O)NC1CCCCC1)c1ccc(C)o1 (stereo not drawn)	i	-0.7	-4	-11*	/	5	5	i	i	i	0
Cc1nccc2[nH]c(=O)c(C(=O)NC3CCCCC3C)cc12 (stereo not drawn)	i	0.0	-18	i	i	6	1	i	i	i	-26
COCCNC(=O)C(OC(=O)c1nsc(Cl)c1Cl)C(C)C (stereo not drawn)	i	0.3	21	i	i	-9	6	i	i	i	7
O=C(Nc1ccc2c(c1)OCO2)c1nn(-c2ccccc2)c(=O)c2ccccc12	i	-1.3	58	i	i	4	8	i	i	i	-33
COc1ccccc1C(=O)NC1CC2CCC(C1)N2Cc1ccccc1 (stereo not drawn)	i	-1.2	-6	i	i	5	0	i	i	i	-17
O=C(CNC(=O)C12CC3CC(CC(C3)C1)C2)NC1=NCCS1	i	0.0	4	i	i	-1	-6	i	i	i	-29
O=C(COC(=O)c1ccc(Cl)nc1)Nc1c(Cl)cccc1C(F)(F)F	i	-47	2	i	i	/	12	i	i	i	/
Cc1ccc(C(=O)CSc2nc3ccccc3c(=O)[nH]2)cc1C	i	-0.8	-7	i	i	21	-7	i	i	i	-10
CCOC(=O)c1cc(=O)n2c(nc3ccccc32)[nH]1	i	0.9	-99	i	i	/	9	i	i	i	/
CC(C)CN1CCC(C(=O)N2CCN(c3ccccc3F)CC2)CC1	i	-0.6	4	i	i	-1	-8	i	i	i	-15
CCOc1cc(-c2noc(CCCC(=O)NC3CCCCC3)n2)ccc1OC	i	-0.9	-4	i	i	-1	2	i	i	i	-31
CCOC(=O)c1ccccc1NC(=O)c1cccnc1	i	0.0	17	i	i	1	-4	i	i	i	11
COc1ccccc1NC(=O)CC(NCCN(C)C)C(=O)O (stereo not drawn)	i	1.2	-1	i	i	2	6	i	i	i	14
O=C(c1cccs1)N1CCc2ccccc21	i	2.2	-157	i	i	0	2	i	i	i	-76
CC(C)C(NC(=O)c1ccc([N+](=O)[O-])cc1Cl)C(=O)N1CCCC1 (stereo not drawn)	i	0.4	9	i	i	2	6	i	i	i	-18
Cc1ccc(-c2nnc(Nc3ccc(CC(N)=O)cc3)c3ccccc23)cc1	i	0.3	24	i	i	-8	9	i	i	i	1
CCOC(=O)C1C(=O)CC(C)(O)C(C(=O)OCC)C1c1ccc(SC)cc1 (stereo not drawn)	i	-0.1	-14	i	i	-2	-5	i	i	i	-2
Cc1c(C#N)c(N=CN(C)C)c(C(=O)c2ccccc2)n1-c1ccc(Br)cc1	i	-0.2	28	i	i	0	-10	i	i	i	-10
O=C(COC(=O)CSCC(=O)N1CCCCC1)NCc1ccc(F)cc1	i	-0.3	-5	i	i	-7	1	i	i	i	-39
C=C(C)c1cccc(C(C)(C)NC(=O)N2CCC(C)CC2)c1	i	-0.1	9	i	i	-7	4	i	i	i	-19
Cc1nc(SCC(=O)Nc2ccc(Cl)cc2[N+](=O)[O-])nc(C)c1C	i	0.1	-8	i	i	4	2	i	i	i	0
COc1cc(C(CC(=O)Nc2ccccn2)N2Cc3ccccc3C2=O)cc(OC)c1OC (stereo not drawn)	i	-0.6	1	i	i	0	0	i	i	i	-37
Cn1c(SCc2nc(-c3cccs3)no2)nnc1C1CCCCC1	i	-0.2	-23	i	i	4	-7	i	i	i	1
CC(C)(C)c1ccc(C(=O)NC(Cc2ccccc2)C(=O)O)cc1 (stereo not drawn)	i	0.2	-3	i	i	-4	-1	i	i	i	-4
Cc1ccc(SC[C@H](Cc2ccccc2)N2CCN(CCc3ccccc3)CCC2=O)cc1	i	-0.7	26	i	i	/	9	i	i	i	/
NNC(=O)CN1C(=O)Nc2ccc(Cl)cc2C1c1ccccc1 (stereo not drawn)	i	0.7	-15	i	i	4	12	i	i	i	7
c1ccc(C2=Nn3c(nnc3-c3cc(-c4ccccc4)n[nH]3)SC2)cc1	/	0.5	-25	/	i	-3	24	/	/	/	-31
O=C1CC(=C2c3ccccc3-c3ccccc32)C(=O)N1CCN1CCN(c2ccccc2)CC1	i	0.9	-35	i	i	-2	0	i	i	i	-17
CCOc1ccccc1NC(=O)c1cnccn1	i	0.4	14	i	i	-2	-5	i	i	i	-8
O=C(CN1C(=O)c2ccccc2C1=O)N1CCN(c2ccccn2)CC1	i	-0.6	8	i	i	-2	3	i	i	i	-53
O=C(CSc1nnc(-c2ccco2)o1)Nc1ccccc1Cl	i	0.6	-29	i	i	-2	-4	i	i	i	-53
Cc1cc(=O)oc2c(CN(C)Cc3ccccc3)c(O)ccc12	i	-1.0	-6	i	i	-3	9	i	i	i	-26
Cc1cc(N(C)/N=C/c2ccccc2)nc(-c2ccccc2O)n1	i	2.4	-119	i	i	7	13	i	i	i	-19
CC(=O)Nc1ccc2ccccc2c1	i	1.2	-29	i	i	6	8	i	i	i	-63
CN(C)S(=O)(=O)N1CCN(c2ccc(Cl)cc2)CC1	i	0.2	-14	i	i	-7	5	i	i	i	-29
CC(C)(C)CC(=O)Nc1cccc(-c2cn3cccnc3n2)c1	i	1.0	-107	i	i	-3	-2	i	i	i	-64
Cc1ccc(NC(=O)C2Cc3ccccc3CN2C(=O)c2ccccc2)cc1Cl (stereo not drawn)	i	2.0	8	i	i	2	11	i	i	i	-7

Going on with the list.
Structure	TRPC6 inhibitor	HIF act	aSyn UTR inh	TRPC4 block	MrgX1 antag	IEC-6 cytotox	SKKanGAS inh	TRPC6 activator	TRPC4 agonist	TRPC4 potent	KLF5 inh
C=CCNc1ncnc2c1ncn2C1OC(CO)C(O)C1O (stereo not drawn)	i	2.9	36	i	i	74*	7	i	i	i	17
CCCC(=O)NC(=S)Nc1cccc(C(C)=O)c1	i	0.1	-30	i	i	5	6	i	i	i	-16
Cc1ccc2nc(Cl)c(/C=N/NC(=O)CN3CCOCC3)cc2c1	i	0.0	-8	i	i	/	-7	i	i	i	/
COc1cc(C2C(C#N)=C(N)Oc3cc(O)ccc32)cc2c1OCO2 (stereo not drawn)	i	-0.5	-29	i	i	-2	-3	i	i	i	-22
O=C(CCCN1CCC(NC(=O)c2ccccc2)CC1)c1ccc(Cl)cc1	i	-22	14	i	i	-1	0	i	i	i	-52
Cc1ccc(SCc2ccc(C(=O)N3CCCC3)cc2)cc1	i	2.6	-52	i	i	-2	14	i	i	i	-26
O=C(Nc1cccc(F)c1)Nc1ccnn1C1CCN(C(=O)c2cscn2)CC1	i	0.2	11	i	-7.3*	5	-18	i	i	i	-20
Cc1nc(NC(=O)C2CC3CCCC(C2)C3=O)sc1C (stereo not drawn)	i	1.6	-80	i	i	-5	-5	i	i	i	-50
COc1ccc(S(=O)(=O)NC(C)C(=O)Nc2cccc([N+](=O)[O-])c2)cc1 (stereo not drawn)	i	0.1	7	i	i	0	-8	i	i	i	4
CCS(=O)(=O)c1ncc(Cl)c(C(=O)Nc2ccccc2OC)n1	i	-9.8	4	i	i	29*	1	i	i	i	20
CN(C)C(/C=C/Nc1cccc([N+](=O)[O-])c1)=C(C#N)C#N	i	0.2	-6	i	i	1	2	i	i	i	-9
